Source: PubChem BioAssay
Lipid storage S3: qHTS Assay for Lipid Storage Modulators in Drosophila S3 Cells; Drosophila S3 cells, BODIPY lipid droplet fluorescence, 18-24 h; cells fed with added oleic acid; Potency in µM for hits, for the others lipid storage change, negative = inhibition, % at the top dose, mostly 46.1 µM; 0.64% of 320,000 active; AID 2685; active means well fitted inhibition curve with a large enough effect in the signal ratio, with a control signal flat, not every such curve was filed as active; inconclusive means small, poorly fitted or top-dose-only effect, or effect the other way, or a change in a side signal; the % refers to the signal ratio
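Laser-scanning cytometry quantifies lipid droplet accumulation (500–530 nm total intensity; droplet/cell object ratio) in oleic acid-fed (400 uM added) Drosophila S3 cells treated with a concentration series. 20 uM Triacsin C defined 100% inhibition.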
Lipid storage S3 cell count max: further read-out of Lipid storage S3, marked with its call; cell number change, %; measured here: cell count max response;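 cells counted by Cell Tracker Red CMTPX staining in the red channel; peak over a dose series mostly up to 46.1 µM; percent activity relative to internal control wells on each plate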
* = called active by the depositor; i = inactive; ? = inconclusive; · = not tested or not shown; [ ] = another dose, or the depositor's remark. On the % scale 0 is the no-effect control and ±100 the full control effect; potency means the concentration at half of the fitted maximal effect.

SMILES	Lipid storage S3	Lipid storage S3 cell count max
Cc1sc2ncn(CC(=O)NCC3COc4ccccc4O3)c(=O)c2c1S(=O)(=O)N1CCCCC1 (stereo not given)	-2%	1
O=[n+]1c2c(n([O-])c3cc(F)c(F)cc31)CCCC2	-6%	·
COc1cc2ncnc(NCc3ccccc3F)c2cc1OC	5%	-18
CCN(CC)c1nc2c(s1)C(=O)NCCC2	13%	-2
COc1cccc(-c2cc(C(=O)Nc3ccccc3SC)no2)c1	?	·
CCOc1ccc(NC(=O)CN(C)CC(=O)Nc2ccccc2C#N)cc1OCC	20%	3
CC(=O)c1c(N2CCOCC2)[nH]c(-c2ccccc2)nc1=S	5%	9
COc1ccccc1-c1nnc(C2CCN(S(=O)(=O)c3ccccc3[N+](=O)[O-])CC2)o1	-28%	·
COC(=O)c1ccccc1NC(=S)NC(=O)c1ccc(C)cc1	15%	14
CC1=C(C(=O)Nc2ccccc2)C(c2ccco2)C(C#N)=C(SCc2ccccc2)N1 (stereo not given)	?	·
CNC(=O)NC(=O)Cn1cnc2sc(-c3ccccc3)cc2c1=O	0%	1
COc1ccc2sc(C)[n+](C)c2c1	5%	2
Cc1ccc(-c2nnn(CC(=O)N(CCCO)C(C(=O)NC3CCCC3)c3ccc(Cl)cc3)n2)o1 (stereo not given)	?	·
CCOc1ccc(NC(=O)NNC(=O)C2CCC(C(C)(C)C)CC2)cc1 (stereo not given)	?	·
CSCC[C@@H](C(=O)O)N1Cc2ccccc2C1=O	?	·
Cc1cc(N2CCCCC2)n2ncc(-c3ccccc3)c2n1	?	·
CC(C)(C)CN1CCNC(=O)C1CC(=O)NCc1cccc(-n2cccn2)c1 (stereo not given)	?	·
O=C(Nn1c(C2CC2)nc2ccccc2c1=O)c1ccco1	?	·
O=C(Nc1nc(-c2ccco2)c(-c2ccco2)s1)c1ccco1	?	·
Cc1ccc(S(=O)(=O)NCC(c2ccco2)N2CCc3ccccc32)cc1 (stereo not given)	-16%[0.0737 µM]	7

An excerpt of these results, with values ahead of the structure:
Lipid storage S3 | Lipid storage S3 cell count max | SMILES
? | · | CC1=C(C(=O)Nc2ccccc2)C(c2ccco2)C(C#N)=C(SCc2ccccc2)N1 (stereo not given)
-28% | · | COc1ccccc1-c1nnc(C2CCN(S(=O)(=O)c3ccccc3[N+](=O)[O-])CC2)o1
? | · | O=C(Nc1nc(-c2ccco2)c(-c2ccco2)s1)c1ccco1
-2% | 1 | Cc1sc2ncn(CC(=O)NCC3COc4ccccc4O3)c(=O)c2c1S(=O)(=O)N1CCCCC1 (stereo not given)
? | · | CCOc1ccc(NC(=O)NNC(=O)C2CCC(C(C)(C)C)CC2)cc1 (stereo not given)

The results go on:
SMILES	Lipid storage S3	Lipid storage S3 cell count max
COc1ccc(OC)c(CCNC(=O)CCc2nnc3ccc(N4CCCC4)nn23)c1	?	·
Cc1noc(C)c1COC(=O)Cn1c(C)nc2ccccc21	?	·
O=C(COC(=O)c1ccc(CO)cc1)c1ccc(S(=O)(=O)N2CCCCC2)cc1	?	·
Cn1c(SCC(=O)NNC(=S)Nc2ccccc2)nnc1-c1ccncc1	?	·
CC(C)[C@H]1COC(NC2=N[C@@H](C(C)C)CO2)=N1	?	·
CCCC(NC(=O)CCl)c1ccccc1 (stereo not given)	-26%	-1
CC(C)C(NC(=O)c1ccco1)C(=O)NCc1ccc(C(=O)O)cc1 (stereo not given)	6.5µM*	-32*
COc1ccc(CCNC(=O)CN(c2ccccc2)S(C)(=O)=O)cc1	12%	-5
COc1ccc(NS(=O)(=O)c2ccc(C)c(C(=O)NCC(c3ccco3)N3CCCCC3)c2)cc1 (stereo not given)	?	·
Cc1ccccc1OCCOc1ccccc1C=C(C#N)C#N	-5%	-4
COc1ccc(N2CCN(C(=O)CN(c3ccc(Br)cc3)S(C)(=O)=O)CC2)cc1	?	·
O=C(CCn1c(=O)oc2ccccc21)NC1=NCCS1	2%	-10
COc1ccc(-c2cc(C(=O)N3CCN(C(=O)c4ccco4)CC3)[nH]n2)cc1	?	·
CC(C)C(=O)NC(=S)Nc1ccccc1C(=O)NC1CCCCC1	-4%	-16
COc1ccc(NC(C)c2cc(Cl)ccc2O)cc1 (stereo not given)	?	·
C=C(C)Cn1c(N)cc(=O)nc1SCC(=O)Nc1cccc(C(F)(F)F)c1	6%	-33
CC(C)NS(=O)(=O)c1ccc(NC(=O)C2CC3C=CC2C3)cc1 (stereo not given)	25%	10
COc1ccc(CSCCc2n[nH]c(=S)n2-c2ccccc2)cc1C	0%[9.22 µM]	8
O=C(c1ccccc1)c1nc2ccccc2[nH]c1=O	?	·
Cn1c(=O)n(CC(=O)Nc2ccc(F)cc2)c2ccccc21	i	·

By substructure, those above with a cyano group (three)
SMILES	Lipid storage S3	Lipid storage S3 cell count max
CCOc1ccc(NC(=O)CN(C)CC(=O)Nc2ccccc2C#N)cc1OCC	20%	3
CC1=C(C(=O)Nc2ccccc2)C(c2ccco2)C(C#N)=C(SCc2ccccc2)N1 (stereo not given)	?	·
Cc1ccccc1OCCOc1ccccc1C=C(C#N)C#N	-5%	-4

The results go on.
SMILES	Lipid storage S3	Lipid storage S3 cell count max
Cc1nc2ccccc2nc(=O)c1NNc1ccccc1	?	·
O=C1c2cc3ccccc3c(-c3ccccc3)c2C(=O)N1c1ccccn1	23µM*	-7.8*
N/C(=N\OS(=O)(=O)c1ccc2ccccc2c1)c1cccnc1	?	·
Oc1csc(Cc2nc(-c3ccccc3F)cs2)n1	-28%	0
Cc1ccc(C2NC(=O)c3ccccc3N2)s1 (stereo not given)	i	1
CCCCn1c(SCC(=O)N(CC)C2CCS(=O)(=O)C2)nc2cc(S(N)(=O)=O)ccc21 (stereo not given)	?	·
O=C(Cc1ccc(Cl)c(Cl)c1)Nc1cccc2ncccc12	?	·
O=C(Nc1cccc(F)c1)c1ccc2ncsc2c1	?	·
COc1ccc(Cl)cc1NC(=O)CN(C)C(=O)c1cc2ccccc2cc1O	i[0.0737 µM]	·
COc1ccc(C(=O)NNC(=O)CSc2nnc(C)n2CC2CCCO2)cc1 (stereo not given)	6%	26
O=C(CCc1ccccc1)NCCc1nc2ccccc2[nH]1	?	·
S=c1[nH]nc(CCc2nc3ccccc3[nH]2)n1-c1ccccc1	1%	-2
CCOC(=O)COn1c(SCC(=O)OCC)nc2ccccc2c1=O	?	·
CCN1C(=O)[C@H]2[C@@H](c3ccc(-c4ccc(F)cc4)c(OC)c3)N3CCC[C@@]3(C(=O)OC)[C@H]2C1=O	?	·
O=C(CSCCO)Nc1nccs1	-4%	10
O=C1NCCC/C1=N/Nc1ccc(F)cc1	3%	-22
COC(=O)c1cc(S(=O)(=O)N2CCN(C3CCCCC3)CC2)c[nH]1	-28%	2
CCC(C)c1ccc(NC(=S)NCc2cccnc2)cc1 (stereo not given)	1%	-17
CC1CCc2c(C(=O)NCCN3CCOCC3)csc2C1 (stereo not given)	1%	·
Cc1cc(OCc2cc(C(=O)N3CCC(Oc4cccnc4)CC3)no2)cc(C)c1Cl	?	·
O=S(=O)(NCc1ccc2c(c1)OCO2)c1ccc(Cl)s1	?	·
CC(=O)Nc1ccc(NC(=O)CNC(=O)c2cccc(C)c2)cc1	?	·
CCOC(=O)COc1cc(N2C(=O)CSCC2=O)c(Cl)cc1Cl	3%	-14
CCOc1ccc(NC(=O)CSc2ccc3nnc(-c4cccnc4)n3n2)cc1	?	·
COc1ccc(CCc2nnc(CCC(=O)N(C)Cc3ccnc4ccccc34)o2)cc1	?	·
COc1ccc(CN2CCN(C(=O)C3CCC(CNS(=O)(=O)c4ccc(C)cc4)CC3)CC2)c(OC)c1OC (stereo not given)	1%[9.22 µM]	11
CCOc1ccccc1-n1c(SCC(=O)Nc2nccs2)nnc1-c1ccoc1C	?	·
O=C(COC(=O)/C=C/c1cccc(C(F)(F)F)c1)NCc1cccs1	-7%	-28
CCCc1cc(=O)[nH]c(SCC(=O)N2CCc3cc(OC)c(OC)cc3C2)n1	0%	9
CC1(C)CC(=O)C/C(=N/NC(=O)C2CCN(S(=O)(=O)c3cccs3)CC2)C1	-16%	·
O=S(=O)(NC1CCCC1)c1ccc(Br)s1	8%	-16
COc1ccc(N2CCN(C(=O)C3(C)CC3(Cl)Cl)CC2)cc1 (stereo not given)	i	7
O=C(COC(=O)CC1CCCC1)Nc1cccc(F)c1	?	·
COc1ccccc1N(CC(=O)NCc1ccco1)S(=O)(=O)c1ccc(C)cc1	28%	-21
CCOC(=O)C1CCN(C(=O)Nc2ccc(OCc3ccccc3)cc2)CC1	-12%	-1
NNC(=O)CSCc1ccc(Cl)cc1Cl	17%	·
O=S(=O)(c1ccc(Br)s1)N1CCN(c2ccccn2)CC1	?	·
NS(=O)(=O)c1cccc(NC(=O)CSc2nc3ccccc3c(=O)n2CCCN2CCOCC2)c1	1%	-11
CC(C)C[C@H](N)c1cn([C@@H](CCCCN)C(=O)N2CCNCC2)nn1	7%	·
Cc1ccc(OCC(O)CN2CC3(C)CC2CC(C)(C)C3)cc1 (stereo not given)	6%	5
Cc1ccc(NC(=O)CN(C(=O)N2CCN(C)CC2)S(=O)(=O)c2ccc(C)cc2)cc1	11%	·
O=C(COC(=O)c1ccc(O)cc1)NC1CCCC1	15%	·
O=C(CSc1ccc2c(c1)OCCO2)Nc1ccc(N2CCOCC2)cc1	?	·
Cc1ccc(CNC(=O)CNC(=S)N(Cc2ccccc2)Cc2cccnc2)cc1	-5%	3
O=C(CSc1n[nH]c(-c2ccccc2)n1)NC(=O)NCc1ccco1	?	·
CC(C)CNC(=S)NC1CC2CCC(C1)N2Cc1ccccc1 (stereo not given)	?	·
CCOc1ccc(NC(=S)N2CCn3c(nc4ccccc43)C2)cc1	?	·
Cc1cccc(NC(=O)CCN2C(=O)c3ccccc3C2=O)n1	17%	2
COc1ccc(Cl)cc1NC(=O)CNC(c1ccccc1)c1ccccc1	?	·
Cn1ncc(Cl)c1C(=O)N1CCOCC1	-20%	4
Cc1cc(NC(=O)CN2CCN(Cc3ccccc3)CC2)nc2c1c(=O)oc1ccccc12	9%	1
CN(C)c1ccc(C(C(=O)NCC2CCCO2)N(Cc2ccco2)C(=O)c2snc(C(N)=O)c2N)cc1 (stereo not given)	?	·
CCc1ccc(C(=O)C(C)OC(=O)CNS(=O)(=O)c2ccc(C)cc2)cc1 (stereo not given)	12%	-18
COCCCNC(=O)c1ccccc1Oc1ccccc1	8%	13
COc1ccc(-c2cn3ccc(C)cc3n2)cc1	12%	7
CCOc1ccc(CN2CCCC(CNC(=O)c3ccc(F)cc3)C2)cc1CO (stereo not given)	14%	3
CC(OC(=O)Cn1cnc2c1c(=O)n(C)c(=O)n2C)C(=O)NC(C)c1ccc(Cl)cc1Cl (stereo not given)	?	·
CCOc1ccc2nc(NC(=O)CN3CCOCC3)sc2c1	9%	·
COc1cc(-c2ccccc2)nc(N)n1	?	·
Cc1csc2c(N3CCN(C(=S)Nc4ccc(C(F)(F)F)cc4)CC3)ncnc12	?	·

Shown with each value named: entries from further up.
CC(OC(=O)Cn1cnc2c1c(=O)n(C)c(=O)n2C)C(=O)NC(C)c1ccc(Cl)cc1Cl (stereo not given)
  Lipid storage S3: ?
  Lipid storage S3 cell count max: ·

O=C(CCc1ccccc1)NCCc1nc2ccccc2[nH]1
  Lipid storage S3: ?
  Lipid storage S3 cell count max: ·

Continuation.
SMILES	Lipid storage S3	Lipid storage S3 cell count max
O=C(Nc1ccccc1-c1nnc(SCc2ccccc2)o1)c1ccccc1	?	·
CNC(=S)Nc1ccc2nc(C)c(C)nc2c1	-6%	·
S=C(Nc1ccc2nc(-c3ccccn3)c(-c3ccccn3)nc2c1)N1CCCCC1	-13%	-2
C=CCSc1nnc(CCc2ccccc2)n1N	?	·
CCSc1nnc(NC(=O)c2nc(S(=O)(=O)Cc3ccc(F)cc3)ncc2Cl)s1	i	-9
Cc1ccc(C(=O)Nc2c3c(nn2C(C)(C)C)CS(=O)(=O)C3)cc1C	?	·
Cc1ccc(CN(Cc2cc3cccc(C)c3[nH]c2=O)C(=S)NCCCN(C)C)cc1	8%	15
Cc1ccc(S(=O)(=O)NC(=O)c2cc(C)n(CC(c3ccccc3)N(C)C)c2C)cc1 (stereo not given)	10%	7
COC(=O)c1ccc(NC(=O)NCCCl)cc1	?	·
O=C1c2ccccc2C2(c3cc(C(F)(F)F)cc(C(F)(F)F)c3)NCCN12 (stereo not given)	-10%	-6
Cn1cccc1C(=O)OCc1ccc(C(C)(C)C)cc1	?	·
C=CCNC(=S)N(CC=C)C1CCS(=O)(=O)C1 (stereo not given)	4%	-3
COc1ccc(S(=O)(=O)N(CC(=O)NC2CC2)C2CCCCC2)cc1Cl	?	·
O=C(COc1ccc(Cl)cc1)NCC(=O)N/N=C/c1cccs1	-1%	-16
COc1ccc(-c2cn(CCC(=O)O)c(C)n2)cc1	?	·
Cc1cccc(CNc2ncnc3ccc(-c4cccc(C)c4)cc23)c1	i	1
CCOC(=O)c1sc(NC(=O)CNC(=O)Cn2cnc3sc(C)c(C)c3c2=O)nc1C	?	·
CC(=O)c1ccc(N2C(=O)[C@@H]3C(CCC(N)=O)NC4(C(=O)Nc5c4ccc(Cl)c5C)[C@@H]3C2=O)cc1 (stereo not given in full)	?	·
Cc1cccc(C(=O)NNS(=O)(=O)c2ccccc2[N+](=O)[O-])c1	9%	20
CNC(=S)N1CCN(c2ccccc2OC)CC1	9%	-16
CCCCC(=O)OCC(=O)N1N=C(c2c[nH]c3ccccc23)C(O)C1c1ccc(OC)cc1 (stereo not given)	?	·
CN(CC(=O)Nc1ccc(F)cc1)C(=O)c1ccc(N2C(=O)CCC2=O)cc1	15%	5
COCCCN1CCc2[nH]c(=S)[nH]c(=O)c2C1	-6%	8

Compound profiles, as listed above. Order of screens: Lipid storage S3	Lipid storage S3 cell count max
`Cc1ccc(C(=O)Nc2c3c(nn2C(C)(C)C)CS(=O)(=O)C3)cc1C` reads ?	·
`COc1ccc(-c2cn(CCC(=O)O)c(C)n2)cc1` reads ?	·

The list is partial; count on the stated rates, not on these rows.
